From PubChem BioAssay
KCNK9 block – KCNK9 potassium channel inhibitors, primary screen, HEK293 cells, thallium flux | Potassium channel subfamily K member 9 (Homo sapiens), Q9NPC2 | 310,000 compounds, 1.2% hits | B-score at 10 µM | FluxOR thallium flux fluorescence; stronger effect = lower value;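 active means ratio B-score over 3 SD below the library mean, with starting fluorescence within 5 SD of its mean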;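 further: negative B-score means less thallium flux so channel inhibition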
TRPC4 potent – positive allosteric modulators of TRPC4, primary screen, cell-based, mouse TRPC4beta, HEK293 mu-opioid, Fluo-4 calcium; Short transient receptor potential channel 4 (Mus musculus), Q9QUQ5; DAMGO EC20, Fluo-4 Ca2+ flux; stronger effect = higher value; B-score at 10 µM; 310,000 compounds, 0.42% hits; AID 2227, 2009;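 active means B-score of calcium response area above 5 SD of library B-scores, with initial fluorescence ratio within 5 SD of library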;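 further: B-score of integrated fluorescence ratio over time as area under calcium response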
Target sequence (Q9QUQ5 whole entry, looked up): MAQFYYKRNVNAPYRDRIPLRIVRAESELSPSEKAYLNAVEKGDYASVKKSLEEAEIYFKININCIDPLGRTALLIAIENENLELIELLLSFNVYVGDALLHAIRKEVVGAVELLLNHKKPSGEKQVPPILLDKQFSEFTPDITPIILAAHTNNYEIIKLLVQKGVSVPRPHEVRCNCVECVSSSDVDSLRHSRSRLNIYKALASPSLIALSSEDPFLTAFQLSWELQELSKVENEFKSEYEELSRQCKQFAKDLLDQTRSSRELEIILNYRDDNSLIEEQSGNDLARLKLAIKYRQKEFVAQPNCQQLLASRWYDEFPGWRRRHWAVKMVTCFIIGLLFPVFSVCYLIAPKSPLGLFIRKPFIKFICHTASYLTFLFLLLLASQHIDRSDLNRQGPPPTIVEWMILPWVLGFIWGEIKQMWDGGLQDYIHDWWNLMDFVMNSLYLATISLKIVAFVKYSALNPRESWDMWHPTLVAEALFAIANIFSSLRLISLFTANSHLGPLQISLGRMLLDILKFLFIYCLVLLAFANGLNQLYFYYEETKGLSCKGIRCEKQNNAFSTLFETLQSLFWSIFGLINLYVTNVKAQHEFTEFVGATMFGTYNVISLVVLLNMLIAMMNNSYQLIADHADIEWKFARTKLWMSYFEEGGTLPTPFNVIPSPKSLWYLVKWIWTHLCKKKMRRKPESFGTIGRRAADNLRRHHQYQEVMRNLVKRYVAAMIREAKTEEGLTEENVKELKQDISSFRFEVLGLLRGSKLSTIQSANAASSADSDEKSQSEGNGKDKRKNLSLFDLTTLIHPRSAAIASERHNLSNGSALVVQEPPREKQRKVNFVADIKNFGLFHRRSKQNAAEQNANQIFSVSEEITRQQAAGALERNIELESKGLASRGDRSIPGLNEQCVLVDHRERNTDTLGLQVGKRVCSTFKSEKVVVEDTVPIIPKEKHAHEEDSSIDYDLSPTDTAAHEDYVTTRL
Dyrk1A ADPGlo – rat Dyrk1A kinase inhibitors, primary screen, biochemical, single point, plate reader; AID 504441, 2011; inhibition, % at 12.5 µM; 310,000 compounds, 0.43% hits; ADP-Glo luminescence, NFATc1 peptide; in the data active means inhibition above about 50%;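 further: plate controls were vehicle with enzyme for no effect and no enzyme for full effect; many of its hits are not listed in these tables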
hERG protect – hERG rescue from dofetilide block, primary screen, cell-based, CHO-hERG, FluxOR thallium flux, dofetilide IC70; 310,000 compounds, 0.51% hits; activation (rescue from dofetilide block), less the hit threshold, % at 10 µM; dofetilide IC70 present;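 active means activation above the mean of controls blocked by dofetilide plus 5 SD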;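 further: thallium influx through hERG after potassium depolarization seen as dye fluorescence rise; in these data hits start at about 4.7%; inactives centre near -7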
Platelet DG rel – inhibitors of platelet dense granule secretion, primary screen, cell-based, MLPCN, human platelets. AID 1663, 2009. human platelet-rich plasma, SFLLRN dense granule ATP release, luminescence. 300,000 compounds, 0.22% hits. inhibition, %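 (compounds screened at 7.5 µM in platelet-rich plasma)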;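 active means mean replicate score, as percent of positive control, at or above 50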
KCNQ1 inh – inhibitors of human KCNQ1 channel, primary screen, cell-based, thallium flux, high-throughput; CHO-K1 KCNQ1, FluxOR thallium flux fluorescence; stronger effect = higher value; AID 2642, 2010; 310,000 compounds, 1.3% hits; B-score at 10 µM;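 active means compounds whose thallium flux B-score, printed positive for inhibition, exceeds three library SD while starting fluorescence stays within three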;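 further: channel opened by potassium depolarization with thallium stimulus after 20 min compound exposure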
TRPC4 inh – inhibitors of mouse TRPC4 channel, primary screen, Fluo4 calcium, HEK293 TRPC4beta/mu-opioid cells. DAMGO-evoked Fluo4 calcium flux; stronger effect = lower value. AID 2247, 2010. B-score at 10 µM. Short transient receptor potential channel 4 (Mus musculus), Q9QUQ5. 300,000 compounds, 0.39% hits;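 active means B-score over 3 SD under the library average, no early fluorescence shift, positive overall ratio signal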
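Assay system: Stable TRPC4beta/mu-opioid receptor HEK293 cells | Reagent: DAMGO in two steps, submaximal then maximal | Compound dosing: Single concentration per test compound | Signal: Fluo4 Ca2+ flux fluorescence | Evaluation: Per-well B score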
KCNQ1 pot – potentiators or activators of KCNQ1 channel, primary screen, cell-based, thallium flux, high-throughput; Potassium voltage-gated channel subfamily KQT member 1 (Homo sapiens), P51787; 310,000 compounds, 0.35% hits; AID 2648, 2010; B-score at 10 µM; CHO-K1 KCNQ1, thallium flux FluxOR fluorescence; stronger effect = higher value;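 active means fluorescence ratio B-score, a plate-corrected score, at least three library SD, with initial intensity B-score within 5 SD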
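Assay system: stable KCNQ1 CHO-K1 line; medium: assay buffer, equal DMSO in all wells; timing: 90 min dye loading and 20 min compound exposure, both at room temperature; technique: kinetic FluxOR thallium fluorescence, 10-s 1-Hz baseline, 110-s post-stimulus read; read-out basis: B score of baseline-normalized fluorescence ratio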
KCNK3 block – human KCNK3 channel inhibitors, primary screen, CHO cells, FluxOR thallium flux, B-score. B-score at 10 µM. 340,000 compounds, 0.84% hits. FluxOR fluorescence; stronger effect = lower value. Potassium channel subfamily K member 3 (Homo sapiens), O14649;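 active means B-score under library mean minus 4 SD, starting fluorescence ratio at most library mean plus 5 SD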;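 further: more negative B-score means stronger inhibition of thallium flux through KCNK3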
TRPC4 act – activators of mouse TRPC4 channel, primary screen, Fluo4 calcium, HEK293 TRPC4beta/mu-opioid cells; B-score at 10 µM; Short transient receptor potential channel 4 (Mus musculus), Q9QUQ5; 310,000 compounds, 0.49% hits; Fluo4 calcium fluorescence; stronger effect = higher value;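 active means B-score above 5 SD of library B-scores, and initial fluorescence ratio not above library mean plus 5 SD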;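 further: positive B-score marks a calcium rise read as TRPC4 activation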
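Assay system – TRPC4beta and mu-opioid receptor HEK293 stable cells · Measured by – Fluo4 fluorescence, kinetic · Schedule – dye loading 45 min room temperature, 110 s kinetic read · Read-out – B-scored integrated calcium fluorescence ratio · Controls – buffer and maximal DAMGO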
PolyA inhibitor – polyadenylation inhibitors in yeast reporter cells, primary screen, luminescence, S. cerevisiae; calls only at 12 µM; S. cerevisiae SKY197-pL101 polyadenylation reporter, beta-gal luminescence; efflux-impaired pdr1/pdr3 knockout yeast; score 100 = 6 SD above DMSO; 300,000 compounds, 0.02% hits;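 active means lowest replicate activity score at least 50, where 100 means six control SD above control mean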;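 further: yeast exposed to compound for 9 h at 30 °C; higher score means more reporter readthrough which indicates perturbed polyadenylation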
Starred values were filed as active, the others as inactive; i = inactive; nt = not tested or not shown. This is a subset; the hit share may differ from the screen's.

SMILES	KCNK9 block	TRPC4 potent	Dyrk1A ADPGlo	hERG protect	Platelet DG rel	KCNQ1 inh	TRPC4 inh	KCNQ1 pot	KCNK3 block	TRPC4 act	PolyA inhibitor
COc1ccc(C(=O)Nn2c(CC(C)C)nc3cc(Cl)ccc3c2=O)c(OC)c1	i	i	0.6	-9.7	2.0	i	i	i	i	i	i
O=C1C2C3C=CC(C3)C2C(=O)N1c1nc2ccccc2s1 (stereo not given)	i	i	4.8	-5.5	-0.9	i	i	i	i	i	i
Cc1occc1-c1nnc(SCC(=O)N2CC(=O)Nc3ccccc32)n1CC(C)C	i	i	-0.6	-3.1	-1.9	i	i	i	i	i	i
COc1ccc(CNC(=O)CNC(=O)c2c(C)nn(C)c2Cl)cc1	i	i	-11.2	-13.9	22.1	i	i	i	i	i	i
CCCN(CCC)S(=O)(=O)c1ccc(C)cc1	i	i	8.8	-6.4	9.3	i	i	i	i	i	i
O=C(Cc1cccs1)Nc1cccc([N+](=O)[O-])c1	i	i	5.4	-11.0	-7.0	i	i	i	i	i	i
COc1cc(NC(=O)CN2C(=O)c3ccccc3S2(=O)=O)c(OC)cc1Cl	i	i	1.8	-4.4	nt	i	i	i	i	i	i
COc1ccccc1NC(=O)C1C2C=CC3(CN(Cc4cccnc4)C(=O)C13)O2 (stereo not given)	i	i	-4.8	-8.4	2.8	i	i	i	i	i	i
COc1ccc([C@@H]2[C@@H]3C(=O)N(C(C)(C)C)C(=O)[C@@H]3[C@]3(CC(C)C)C(=O)N(c4cccc(F)c4)C(=O)N23)cc1	i	i	5.4	-8.8	-5.1	i	i	i	i	i	i
O=c1c2[nH]c3ccccc3c2ncn1Cc1cccnc1	i	i	-0.5	-3.1	1.4	i	i	i	i	i	i
Cc1cc(C)c(-c2c(O)c3c(n(C)c2=O)CC(C)(C)CC3=O)c(C)c1	i	i	-9.5	0.6	6.6	i	i	i	i	i	i
O=C1NC(c2ccc(Br)cc2)Oc2ccccc21 (stereo not given)	i	i	nt	-7.8	0.4	i	i	i	i	i	i
Cn1cc(CN2CCCC(CO)(Cc3ccccc3)C2)c2ccccc21 (stereo not given)	i	i	6.7	-10.4	0.8	i	i	i	i	i	i
Cc1cccn2c(CNC3CCCc4ccccc43)c(C(=O)N3CCCCC3)nc12 (stereo not given)	i	i	-3.3	-20.5	2.3	i	i	i	i	i	i
Cc1ccsc1/C=C1\Oc2cc(OCC(=O)c3ccccc3)ccc2C1=O	i	i	-1.1	0.0	3.2	i	i	i	i	i	i
COc1ccc(S(=O)(=O)NCc2cccnc2)cc1OC	i	i	0.8	-8.4	-0.8	i	i	i	i	i	i
CCCCNC(=S)Nc1ccc([N+](=O)[O-])cc1	i	i	0.0	-19.0	5.2	i	i	i	i	i	i
CCc1nnc(NC(=O)CSc2nnc(CNC(=O)c3cc(OC)c(OC)c(OC)c3)o2)s1	i	i	-2.2	-15.4	-1.4	i	i	i	i	i	i
COc1ccc(S(=O)(=O)N(CCc2ccccc2)CC(=O)NC(C)C)cc1	i	i	0.0	-3.9	2.8	i	i	i	i	i	i
S=C(Nc1ccccc1)Nc1ccc(Cl)cn1	i	i	-0.5	-2.0	-7.6	i	i	i	i	i	i
Cn1c(=O)[nH]c(=O)c2c1nc(Br)n2CCSc1nc2ccccc2o1	i	i	5.9	-0.6	4.2	i	i	i	i	i	i
Cc1nc2ccc(NC(=O)NCCCO)cc2s1	i	i	11.9	-5.8	2.1	i	i	i	i	i	i
CCn1c(SCC(=O)NCc2ccc3c(c2)OCO3)nnc1-c1cccs1	i	i	4.6	-7.0	8.4	i	i	i	i	i	i
Cc1nc(-c2cccnc2)sc1C(=O)Nc1ccc(F)cc1F	i	i	8.6	-8.3	-1.0	i	i	i	i	i	i
CC(C(=O)NCc1ccccc1)N1C(=O)c2ccccc2C1=O (stereo not given)	i	i	2.8	-6.1	10.5	7*	i	i	i	i	i
COc1ccc(NC(=O)CN2CCN(Cc3ccc4c(c3)OCO4)CC2)cc1OC	i	i	nt	1.4	39.7	i	i	i	i	i	i
COC(=O)CNC(=O)C1CCCN1C(=O)CNC(=O)OCc1ccccc1 (stereo not given)	i	i	-2.9	-1.2	8.8	i	i	i	i	i	i
CC(C)(C)C(=O)NC(=S)Nc1ccc(Cc2ccncc2)cc1	i	i	nt	-2.9	-3.7	i	i	i	i	i	i
COC(=O)CNc1nc(Cl)nc(N2CCC(C)CC2)n1	i	i	-4.5	-18.2	5.0	i	i	i	i	i	i
CCC(C)c1ccc(NC(=S)NCCn2cc(Br)cn2)cc1 (stereo not given)	i	i	15.5	-20.8	3.6	i	i	i	i	i	i
O=[N+]([O-])c1cccc(-c2nc(-c3cccs3)c(-c3cccs3)[nH]2)c1	i	i	10.7	0.7	2.4	i	i	i	i	i	i
Cc1ccc(NC(=O)COc2ccc3oc4c(c3c2)CCCC4)nc1	i	i	-2.9	-3.4	-12.0	i	i	i	i	i	i
O=C1CC(c2ccccc2)CC(O)=C1C=Nc1ccc(Cl)cc1 (stereo not given)	i	i	3.1	-10.0	-12.9	i	i	i	i	i	i
CCN(CC)c1ccc(/C=C(/C#N)c2nc3ccc(C)cc3[nH]2)c(OC(C)C)c1	i	i	-4.1	-38.3	-11.8	9*	i	i	i	i	i
CCN(CC)C(=O)CN(c1cc(Cl)ccc1OC)S(=O)(=O)c1ccc(C)c([N+](=O)[O-])c1	i	i	-2.6	-6.7	-6.6	i	i	i	i	i	i
COc1ccc(N=Cc2c(O)c3ccccc3n2C(C)=O)cc1	i	i	14.1	-16.7	10.2	i	i	i	-12.9*	i	i
Fc1ccc(C2CCCN2Cc2nc(Cc3ccccc3F)no2)cc1 (stereo not given)	i	i	nt	-11.2	0.5	i	i	i	i	i	i
CCSC1=C(C#N)C(c2ccc(OC)c(OC)c2)CC(=O)N1 (stereo not given)	i	i	-0.5	-9.1	0.0	i	i	i	i	i	i
COc1ccc2[nH]c3c(Cl)ncnc3c2c1	i	i	5.0	-6.3	-6.1	i	i	i	i	i	i
Cc1nn(Cc2cccc(C(=O)NCC(C)C)c2)c(C)c1Br	i	i	-2.3	-14.2	-0.8	i	i	i	i	i	i
Cc1cccc(C)c1NC(=O)Cn1c(=O)n(CCCC(=O)NCc2ccco2)c(=O)c2sccc21	i	i	-1.1	-8.9	4.8	i	i	i	i	i	i
COc1ccc(/C=N/Nc2cc(C)nc(N3CCOCC3)n2)c(OC)c1	i	i	1.8	-13.0	-4.2	i	i	i	i	i	i
O=C(O)Cc1ccc(C(=O)c2ccccc2F)s1	i	i	-2.7	-8.1	-7.5	i	i	i	i	i	i
Cc1ccc(C(=O)C(OC(=O)CNC(=O)c2ccc(Cl)cc2)c2ccccc2)cc1 (stereo not given)	i	i	1.4	-7.2	3.3	i	i	i	i	i	i
CCC1CCC(NC(=O)Nc2cccc(OC)c2)CC1 (stereo not given)	i	i	3.6	-15.0	-2.6	i	i	i	i	i	i
COC(=O)c1ccc(C2C(C(=O)c3cc4ccccc4o3)=C(O)C(=O)N2CCCN(C)C)cc1 (stereo not given)	i	i	-1.0	-7.1	-6.9	i	i	i	i	i	i
CCOc1ccc(S(=O)(=O)N(CC)CC)cc1NC(=O)c1ccc(N2CCCC2=O)cc1	i	i	22.6	-7.2	-5.7	i	i	i	i	i	i
COC(=O)CCCNC(=O)OCc1ccc([N+](=O)[O-])cc1	i	i	-1.6	-5.3	1.6	i	i	i	i	i	i
COc1cc(Br)cc2cc(C(=O)NCC3CCCO3)c(=O)oc12 (stereo not given)	i	i	nt	-14.3	-0.9	i	i	i	i	i	nt
O=CN1CCN(C(=S)NC(=O)c2ccc(Cl)cc2)CC1	i	i	nt	-8.7	2.0	i	i	i	i	i	i
CCc1nnc(SCC(=O)NC2CC2)n1CC	i	i	6.9	-6.7	0.1	i	i	i	i	i	i
CCCCC(=O)NC(c1ccccc1)c1ccc2cccnc2c1O (stereo not given)	i	i	13.4	-1.7	-1.3	i	i	i	i	i	i
Cc1ccc(-c2noc(CN(C)C(=O)c3ccoc3C)n2)cc1	i	i	0.8	-5.8	2.5	i	i	i	i	i	i
Cn1c(=O)c2c(ncn2CC(=O)OCC(=O)Nc2ccccc2Cl)n(C)c1=O	i	i	6.5	-2.8	0.6	i	i	i	i	i	i
Cn1c(Cc2ccccc2)nnc1SCC(=O)NC1CCCCC1	i	i	2.4	-5.8	0.8	i	i	i	i	i	i
CCC(CO)NCc1ccc(OCC(O)c2ccccc2)c(OC)c1 (stereo not given)	i	i	nt	-5.2	-6.8	i	i	i	i	i	i
FC(F)(F)c1cc(CCN2CCNC[C@@H]2Cc2ccccc2)cc(C(F)(F)F)c1	i	i	6.8	-14.4	0.3	i	i	i	i	i	i
CCOC(=O)c1csc(NC(C)=O)n1	i	i	6.6	-8.2	6.8	i	i	i	i	i	i

3 compounds drawn at random from those above:
SMILES	KCNK9 block	TRPC4 potent	Dyrk1A ADPGlo	hERG protect	Platelet DG rel	KCNQ1 inh	TRPC4 inh	KCNQ1 pot	KCNK3 block	TRPC4 act	PolyA inhibitor
CCOc1ccc(S(=O)(=O)N(CC)CC)cc1NC(=O)c1ccc(N2CCCC2=O)cc1	i	i	22.6	-7.2	-5.7	i	i	i	i	i	i
Cn1c(Cc2ccccc2)nnc1SCC(=O)NC1CCCCC1	i	i	2.4	-5.8	0.8	i	i	i	i	i	i
CCC(CO)NCc1ccc(OCC(O)c2ccccc2)c(OC)c1 (stereo not given)	i	i	nt	-5.2	-6.8	i	i	i	i	i	i
